Compound activity deposited in PubChem BioAssay by Sanford-Burnham Center for Chemical Genomics.
NLRP3 yeast inh: inhibitors of NALP3 inflammasome in yeast | 330,000 tested, 0.39% active | inhibition, % at 10 µM | AID 2825 | Yeast reconstituted NLRP3/ASC/caspase-1, beta-gal luminescence, 24 h;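 active = inhibition of 50% or more; inactive = inhibition below 50%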;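 also: plate controls were induced DMSO wells for no effect and uninduced yeast grown without galactose for full effect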
SENP1 inh: inhibitors of human SENP1 SUMO protease catalytic domain. Q9P0U3. recombinant SENP1 catalytic domain, CyPet-SUMO1-YPet FRET cleavage. inhibition, % at 10 µM. 360,000 tested, 0.21% active. AID 624204;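 active = inhibition at least 30% at 10 µM, raw YFP signal under a set limit, fluorescence ratio 0.5 to 1.5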;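 also: 0% = enzyme with DMSO and 100% = no enzyme wells; some results filed as inactive read as strong as hits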
Target sequence (Q9P0U3 419-644 limits assumed): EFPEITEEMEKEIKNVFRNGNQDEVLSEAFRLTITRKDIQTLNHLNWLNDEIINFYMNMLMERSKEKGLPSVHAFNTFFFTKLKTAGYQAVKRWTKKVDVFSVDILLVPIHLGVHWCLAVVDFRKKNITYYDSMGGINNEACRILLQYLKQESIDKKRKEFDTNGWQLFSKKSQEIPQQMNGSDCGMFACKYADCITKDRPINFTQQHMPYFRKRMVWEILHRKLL
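material = recombinant human SENP1 catalytic domain, His6-tagged | quantity = 20 pM enzyme | reagent = 25 nM SUMO1 FRET substrate | compound dosing = 10 µM single point, 0.5% DMSO | timing = 50 min enzyme reaction, room temperature, light-protected | detection = FRET, CFP and YFP emission | control set = no-enzyme low, enzyme-DMSO high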
Apaf1 inhib: human Apaf-1 inhibition; O14727; AID 489030; inhibition, % at 20 µM; reconstituted apoptosome caspase-3 activity, DEVD-Rh110 fluorescence; 330,000 tested, 0.71% active; active = inhibition of at least 40% at 20 µM;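 also: plate controls were DMSO wells for no effect and DEVD-CHO caspase inhibitor wells for full effect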
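Assay system: Apoptosome proteins | Medium: pH 7.5 Hepes buffer with CHAPS, BSA, DTT | Also added: Cytochrome c and DEVD-Rh110 substrate | Times: 30 min plus 50 min, RT | Detection: Rhodamine 110 fluorescence at Ex 480/Em 540 nm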
SENP6 inh: SENP6 protease inhibition; 330,000 tested, 1.8% active; Recombinant SENP6 catalytic domain, aminoluciferin luminescence; inhibition, % at 10 µM; AID 2599; Q9GZR1;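 active = inhibition above about 50% at the single tested dose, limit read from the data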;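 also: plate controls were DMSO wells with enzyme for no effect and DMSO wells lacking enzyme for full effect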
SENP8 block-1: SENP8 protease inhibition | AID 2540 | purified SENP8, Z-RLRGG-aminoluciferin cleavage, luminescence | inhibition, % at 10 µM | Q96LD8 | 330,000 tested, 1.2% active; in the data active = inhibition above about 50%
HKDC1 inh: HKDC1 (human) hexokinase inhibition; recombinant HKDC1, G6PDH/diaphorase resazurin coupled fluorescence; inhibition, % at 20 µM; 340,000 tested, 0.16% active; AID 493160;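 active = inhibition above about 35% when tested at 20 µM, limit read from the data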;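 also: plate controls were DMSO wells with enzyme for no effect and DMSO wells lacking enzyme for full effect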
Target sequence (Q2TB90 whole entry, looked up): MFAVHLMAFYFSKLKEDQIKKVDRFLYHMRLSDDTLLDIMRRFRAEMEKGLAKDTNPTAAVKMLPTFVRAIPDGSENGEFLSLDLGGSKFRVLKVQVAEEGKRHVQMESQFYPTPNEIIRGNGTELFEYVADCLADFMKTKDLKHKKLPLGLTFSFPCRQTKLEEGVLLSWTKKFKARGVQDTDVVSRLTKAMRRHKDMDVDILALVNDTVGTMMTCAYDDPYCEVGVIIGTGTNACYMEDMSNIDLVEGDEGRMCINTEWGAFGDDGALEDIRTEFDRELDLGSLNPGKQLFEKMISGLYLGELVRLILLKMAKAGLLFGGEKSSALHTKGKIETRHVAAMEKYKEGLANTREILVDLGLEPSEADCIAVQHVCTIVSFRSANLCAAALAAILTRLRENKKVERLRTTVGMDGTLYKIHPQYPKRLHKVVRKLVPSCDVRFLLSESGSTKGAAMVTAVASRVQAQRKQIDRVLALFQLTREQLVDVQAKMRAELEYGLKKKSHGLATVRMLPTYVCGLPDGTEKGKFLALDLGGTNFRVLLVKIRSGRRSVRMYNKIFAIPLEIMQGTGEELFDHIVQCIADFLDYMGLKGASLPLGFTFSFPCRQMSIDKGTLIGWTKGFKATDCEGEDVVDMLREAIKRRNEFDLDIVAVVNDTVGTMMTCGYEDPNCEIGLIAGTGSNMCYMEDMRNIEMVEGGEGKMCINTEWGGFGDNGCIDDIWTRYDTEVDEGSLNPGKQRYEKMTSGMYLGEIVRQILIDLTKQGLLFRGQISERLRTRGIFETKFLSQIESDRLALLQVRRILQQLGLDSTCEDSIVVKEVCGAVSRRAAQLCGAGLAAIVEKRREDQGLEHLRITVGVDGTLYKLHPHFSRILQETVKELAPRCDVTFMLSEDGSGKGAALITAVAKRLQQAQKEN
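System: Recombinant HKDC1 hexokinase | Amount: HKDC1 at 5 µg/mL | Reagent: Glucose with 1 mM ATP | Doses: Single 20 µM dose | Incubation: Reaction time 90 min, room temperature, protected from light | Signal: Coupled resazurin fluorescence, excitation 525 nm, emission 613 nm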
SENP8 block-2: blocks human SENP8 cleavage of Nedd8 substrate. recombinant SENP8, Nedd8 substrate fluorescence. inhibition, % at 20 µM. 360,000 tested, 0.64% active. AID 602440; in the data active = inhibition mostly above about 40%, no sharp cut-off; inactive = mostly below about 27%
PfGluPho inh: PfG6PD (Plasmodium falciparum) enzyme inhibition; PfGluPho enzyme, NADPH resazurin-diaphorase fluorescence; inhibition, % at 20 µM; 350,000 tested, 0.78% active; AID 504690;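 active = inhibition reaching at least a set limit at 20 µM in the primary screen, cut at about 59% in these data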;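 also: 0% = DMSO wells with substrate and 100% = DMSO wells lacking glucose-6-phosphate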
SENP7 inh: SENP7 protease inhibition | 330,000 tested, 1.5% active | AID 434973 | recombinant SENP7, Z-RLRGG-aminoluciferin luminescence, 40 min | inhibition, % at 5 µM | Q9BQF6;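 active = inhibition above about 50% at the single test dose, limit read from the data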;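 also: plate controls were DMSO with enzyme for no effect and no enzyme buffer wells for full effect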
Active calls of the source: *; i = inactive; / = no result given.

The opening 3 compounds, ahead of the listing:
The line under a structure holds: NLRP3 yeast inh | SENP1 inh | Apaf1 inhib | SENP6 inh | SENP8 block-1 | HKDC1 inh | SENP8 block-2 | PfGluPho inh | SENP7 inh
CCN1CC2([N+](=O)[O-])C=CC(=O)C([N+](=O)[O-])(C1)C2CC(=O)c1ccccc1 (stereo not drawn)
→ -11.0 | 1.3 | 14.3 | 3.6 | -0.9 | 12.3 | 35.2 | 5.8 | 9.6
COc1cc(C2c3c(-c4ccccc4O)n[nH]c3C(=O)N2Cc2ccco2)cc(OC)c1OC (stereo not drawn)
→ -12.0 | 2.2 | -3.1 | -16.4 | -5.3 | 24.1 | 16.0 | 15.7 | -3.9
CCOC(=O)N1CCN(C(=O)Nc2ccc3oc(C)nc3c2)CC1
→ 3.0 | -2.1 | -5.5 | 16.7 | -3.5 | -5.8 | 37.4 | 61.7* | -0.1

Results, repeating the preview:
The line under a structure holds: NLRP3 yeast inh | SENP1 inh | Apaf1 inhib | SENP6 inh | SENP8 block-1 | HKDC1 inh | SENP8 block-2 | PfGluPho inh | SENP7 inh
CCN1CC2([N+](=O)[O-])C=CC(=O)C([N+](=O)[O-])(C1)C2CC(=O)c1ccccc1 (stereo not drawn)
→ -11.0 | 1.3 | 14.3 | 3.6 | -0.9 | 12.3 | 35.2 | 5.8 | 9.6
COc1cc(C2c3c(-c4ccccc4O)n[nH]c3C(=O)N2Cc2ccco2)cc(OC)c1OC (stereo not drawn)
→ -12.0 | 2.2 | -3.1 | -16.4 | -5.3 | 24.1 | 16.0 | 15.7 | -3.9
CCOC(=O)N1CCN(C(=O)Nc2ccc3oc(C)nc3c2)CC1
→ 3.0 | -2.1 | -5.5 | 16.7 | -3.5 | -5.8 | 37.4 | 61.7* | -0.1
O=S(=O)(Nc1ccc(Oc2ncccn2)c(Cl)c1)c1ccc(Cl)cc1
→ -6.8 | 2.1 | 7.1 | -18.2 | -2.6 | 4.8 | 20.4 | -20.4 | 1.1
CCN(C[C@H]1N[C@@](CC)(C(=O)OC)[C@H]2C(=O)N(C)C(=O)[C@@H]12)S(=O)(=O)c1ccc(OC(F)(F)F)cc1
→ 0.4 | 1.8 | 2.1 | -11.4 | 3.8 | -2.6 | 1.2 | -0.6 | 2.5
Nc1nc(Nc2ccccc2)nc(NCCO)c1[N+](=O)[O-]
→ 11.5 | -0.1 | 1.6 | -42.8 | -2.5 | -0.7 | 21.0 | -3.8 | 5.2
Cc1ccc2nc(NC(=O)c3ccc(Cn4cc(Cl)cn4)o3)sc2c1
→ 13.2 | -2.5 | 22.8 | -20.6 | -24.2 | 0.6 | i | -8.3 | -2.8
O=C(NCc1cccnc1)c1ccc(COc2ccc3c(c2)CCC3)o1
→ 5.2 | 1.7 | 0.9 | -10.8 | -0.8 | 10.2 | 20.1 | -4.9 | -0.4
Cc1nc(Cl)sc1C(=O)O
→ 12.0 | 0.2 | -17.9 | 0.1 | -0.7 | -2.7 | -11.9 | 5.1 | 4.4
CNC(=O)c1ccsc1NC(=O)C1CCCN1S(=O)(=O)c1cccs1 (stereo not drawn)
→ 16.1 | 0.5 | 1.1 | -1.1 | -10.3 | -1.2 | 6.2 | 9.2 | -10.3
COc1ccc(S(=O)(=O)N2CCC(O)(c3ccc(Cl)cc3)CC2)cc1OC
→ 17.2 | -1.1 | -6.3 | -2.2 | 1.0 | 0.9 | 7.8 | -5.4 | 4.6
CCCCC1(CO)C(=O)N(c2ccccc2)N(c2ccccc2)C1=O
→ 10.7 | -1.4 | -3.3 | -15.4 | -2.1 | -4.2 | 12.8 | 4.3 | 2.8
Cc1ccc(N2C(=O)N(CC(=O)Nc3ccc(C)c(C)c3[N+](=O)[O-])C(=O)C2C)cc1 (stereo not drawn)
→ -2.0 | -2.8 | 6.8 | -7.0 | -8.7 | -3.4 | -0.8 | 4.1 | -11.0
[N-]=[N+]=NC[C@H](Cc1ccccc1)N1CC[C@@H](NC(=O)OCc2ccccc2)CCC1=O
→ -0.1 | -3.6 | 9.9 | -10.8 | -8.9 | -2.7 | -5.6 | -2.0 | -10.0
C=CCCCCCCCCc1nc(=S)[nH][nH]1
→ 31.9 | 2.7 | 5.9 | -27.4 | -6.2 | 6.3 | 15.4 | 2.2 | 15.7
CCOC(=O)Cc1csc(NC(=O)c2ccc(C)c(S(=O)(=O)N3CCOCC3)c2)n1
→ 6.7 | 1.4 | 4.8 | -11.5 | -11.4 | -4.6 | -10.6 | -11.1 | -2.9
Cc1nc(Cl)c2oc3ccccc3c2n1
→ -12.9 | -0.6 | 4.2 | 9.4 | 2.2 | -2.7 | 11.7 | -8.1 | 8.3
COC(C(=O)NC(C(C)C)C(C)C)c1ccccc1 (stereo not drawn)
→ 9.7 | 0.6 | 1.6 | 8.5 | -1.1 | -8.3 | 3.5 | -7.0 | 6.0
CN(Cc1ccccc1)S(=O)(=O)c1cn(C)cn1
→ 20.8 | -1.5 | -113.1 | 5.6 | 2.9 | -6.7 | 7.1 | 2.0 | 0.9
NS(=O)(=O)c1ccc(NC(=O)CSc2nc3c(c(=O)[nH]2)CCCC3)cc1
→ 18.9 | 1.3 | -2.0 | -8.0 | 5.5 | 1.0 | 8.5 | 16.3 | -2.0
Cc1cc(C(=O)NNC(=O)NC(C)C)no1
→ 10.0 | 1.4 | -5.0 | 4.6 | -4.2 | -6.7 | 15.0 | -5.0 | -8.3
CCCn1c(CN2CCN(C(C)=O)CC2)nc2cc(S(=O)(=O)N(C)C)ccc21
→ 10.1 | -15.2 | 7.0 | -30.4 | -9.2 | -3.6 | -34.2 | -5.3 | -1.6
CC(C)C(=O)Nc1ccnc(-c2cccnc2)n1
→ 4.6 | 2.4 | 5.8 | -19.3 | -5.2 | -10.5 | 9.3 | 1.2 | -9.4
O=C(NCCc1csc(-c2cccnc2)n1)c1cccc(Cl)c1
→ 6.5 | -0.1 | -2.6 | -11.7 | -2.9 | -1.4 | 2.9 | 2.9 | 1.5
CC(=O)Nc1ccc(OCc2cccc([N+](=O)[O-])c2)cc1
→ 13.4 | 0.8 | -6.5 | -45.2 | -6.5 | -4.6 | 16.8 | -18.6 | 8.1
Clc1ccc(-c2ncc3ccccn23)c(Cl)c1
→ -7.2 | -6.0 | -5.5 | 18.4 | -4.1 | 0.2 | -138.3 | 18.9 | -2.8
CCOC(=O)COc1ccsc1C(=O)OC
→ -6.1 | 2.8 | 4.5 | -0.9 | -1.2 | -0.6 | 13.8 | -3.0 | 9.3
O=S(=O)(Nc1ccc(Cl)cn1)c1ccc(F)cc1
→ 20.0 | 1.4 | -7.0 | -43.3 | -11.0 | 0.5 | -0.4 | -9.8 | 11.3
CC1(C)CC(=O)C/C(=N/NC(=O)COc2ccc(Cl)cc2Cl)C1
→ 9.8 | -1.1 | 2.1 | -14.9 | 0.6 | 1.4 | 22.0 | -5.0 | 0.7
CCCCC1(c2ccc(F)cc2)NC(=O)N(CC(=O)Nc2ccc(N3CCOCC3)cc2)C1=O (stereo not drawn)
→ 10.3 | 3.1 | -0.5 | -17.2 | -3.1 | -2.6 | 16.0 | 4.0 | 4.9

(list continues)
SMILES	NLRP3 yeast inh	SENP1 inh	Apaf1 inhib	SENP6 inh	SENP8 block-1	HKDC1 inh	SENP8 block-2	PfGluPho inh	SENP7 inh
Cc1nc2scc(C)n2c(=O)c1S(=O)(=O)Nc1ccc(OC(F)(F)F)cc1	21.7	-1.4	3.7	0.9	-4.3	0.5	-59.5	10.3	4.6
Cc1nc(C(=O)Nc2ccc(Cl)cc2Cl)nn1-c1cc(OC(C)C)c(Cl)cc1Cl	-3.6	1.2	6.8	-21.0	-14.2	4.1	15.9	-2.5	-3.9
O=C(COc1ccccc1[N+](=O)[O-])Nc1cccc(S(=O)(=O)NC2=NCCCCC2)c1	11.6	-1.8	13.3	-16.7	-4.4	2.3	5.4	-6.2	8.1
CCOC(=O)C1CCN(C(=O)CCCn2c(=O)c3cccn3c3cccnc32)CC1	7.4	-1.0	-12.6	-17.3	-6.8	5.5	-23.3	14.4	-9.5
Cc1ccc(N2CCN(S(=O)(=O)c3c(C)nc4scc(C)n4c3=O)CC2)c(C)c1	-1.4	-0.7	11.3	-7.6	-7.5	-4.0	-120.4	3.2	10.4
CC(=O)c1cc2c(cc1NC(=O)Cc1ccsc1)OCO2	30.6	-8.4	1.4	4.2	-4.4	-2.0	i	9.0	5.5
CC(=O)O/N=C(\N)Cc1ccc(-c2csnn2)cc1	12.8	3.3	-24.8	3.3	-0.4	-6.2	10.9	0.2	7.7
O=C(NNS(=O)(=O)c1ccccc1[N+](=O)[O-])c1cccc(Cl)c1	9.3	2.6	-3.6	-4.5	-6.5	-9.7	10.6	-1.2	-3.1
Cc1cc(OCC(=O)NNC(=O)c2cccc(F)c2)ccc1Cl	3.3	0.9	-9.7	-16.6	-8.9	-3.0	2.3	2.4	2.0
Cc1ccc(OCC(=O)Nc2ccc3c(c2)OCCO3)cc1C	33.5	0.2	4.8	-13.3	-6.3	-3.1	10.7	-0.7	-3.8
COc1ccc(N2CCN(C(=O)CCCn3c(=O)[nH]c4ccsc4c3=O)CC2)cc1	10.6	0.5	6.8	1.2	-0.5	-0.1	15.2	14.3	-9.0
CCn1c(C)cc(C=C2C(=O)c3ccccc3C2=O)c1C	/	-23.5	/	/	/	-2.8	13.8	36.8	/
O=C1CCCN2N=C(SCC(=O)N3N=C(c4ccc(Br)cc4)CC3c3ccc(F)cc3)SC2=N1 (stereo not drawn)	11.3	-1.6	21.8	-21.5	3.9	8.6	-3.1	4.7	9.1
CCn1c(CSCc2ccc(F)cc2)nnc1SCC(=O)N1CCN(c2ccccc2)CC1	-4.4	1.3	12.7	-29.6	9.8	8.9	22.4	-6.0	9.8
COc1ccc(CN(C)CC(=O)Nc2cccc(S(=O)(=O)N3CCCC3)c2)cc1F	25.1	-0.3	12.9	-2.3	7.9	-0.8	6.6	5.0	2.3
O=C(NN1CCOCC1)c1cnn2c(C(F)F)cc(-c3ccccc3)nc12	-1.2	4.7	-1.2	-1.3	1.5	-0.3	-11.8	6.9	-4.4
CC(OC(=O)Cn1cnc2c1c(=O)n(C)c(=O)n2C)C(=O)NC(C)c1ccc(Cl)cc1Cl (stereo not drawn)	20.8	2.8	6.8	-2.5	-8.4	-0.3	4.0	-2.6	2.1
CCOC(=O)Cc1cnc(NC(=O)CSc2nc(N)cc(N)n2)s1	0.4	-2.3	-11.2	8.4	5.5	3.3	2.5	-2.1	-0.7
COc1ccc(NC(=O)COc2ccccc2Cl)cc1S(=O)(=O)N1CCCCC1	30.1	0.2	21.1	-1.1	-5.5	2.1	16.9	-7.0	3.5
COc1ccc(NC(=O)CSc2nnc(Cc3ccccc3)c(=O)n2N)cc1	12.4	1.1	-3.9	7.1	9.8	-4.8	20.7	-7.5	4.5

Record cards, from the list above. Screens in order: NLRP3 yeast inh, SENP1 inh, Apaf1 inhib, SENP6 inh, SENP8 block-1, HKDC1 inh, SENP8 block-2, PfGluPho inh, SENP7 inh
`COc1ccc(NC(=O)COc2ccccc2Cl)cc1S(=O)(=O)N1CCCCC1` in the list: 30.1, 0.2, 21.1, -1.1, -5.5, 2.1, 16.9, -7.0, 3.5
`O=C1CCCN2N=C(SCC(=O)N3N=C(c4ccc(Br)cc4)CC3c3ccc(F)cc3)SC2=N1` (stereo not drawn) in the list: 11.3, -1.6, 21.8, -21.5, 3.9, 8.6, -3.1, 4.7, 9.1
